High-throughput results: PubChem, National Center for Advancing Translational Sciences (NCATS)
HttQ103 aggreg – inhibitors of mutant huntingtin aggregate formation in PC12 cells; PC12 HttQ103-GFP aggregates, Acumen cytometry, 40 h; Potency, µM (highest dose often 46.1 µM), for inactives: at the highest dose activity change, negative = inhibition, most hits filed as inhibitors; 220,000 compounds, 1.1% hits; AID 1688; note: potency is the fitted concentration of half-maximal effect; % is set by controls: 0 for no effect and ±100 for the full control effect; nearly all actives have a fitted effect of over 60% in size
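PC12 cells with ecdysone-inducible HTT exon1 Q103-GFP, induced by 100 nM tebufenozide, given compounds in a concentration series. GFP aggregates (1–25 um, 6 SD above background) counted in lysates by laser-scanning cytometry, 488 nm excitation.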
HTT ATP protect – Huntington cell model cytoprotection by ATP luminescence; Potency, µM (titrated, usually from 56.4 µM), inactives show cytoprotection (ATP increase), usual class: activators; PC12 HTT-Q103 induced, cytoprotection, ATP luminescence, 40 h; 230,000 compounds, 0.14% hits;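 note: potency is the fitted concentration of half-maximal effect; % of control where 0% means no effect; nearly all actives have a fitted effect of over 45% in size; toxic huntingtin expression switched on by the ecdysone agonist tebufenozide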
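Quantitative HTS on tebufenozide-induced (100 nM) PC12 cells expressing HTTQ103 exon 1–GFP; compounds tested as a concentration series; survival measured via cellular ATP.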
KinaseGlo FLuc – blocks Kinase-Glo luciferase, a counter-screen artifact; 200,000 compounds, 0.28% hits; Q27757; Potency, µM (titrated, usually from 38.3 µM), without a hit: at the highest dose activity change, negative = inhibition, most hits filed as inhibitors; Kinase-Glo luciferase, ATP luminescence, 8 min; note: potency is the fitted concentration of half-maximal effect; % is set by controls: 0 for no effect and ±100 for the full control effect; nearly all actives have a fitted effect of over 60% in size
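Light output from Kinase-Glo luciferase with luciferin and 10 uM ATP in 50 mM imidazole pH 7.2, KCl, MgCl2, Tween 20, BSA; compound pin-delivered, 8-min ambient incubation, then luminescence read.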
CBFb-RUNX1 inh – inhibitors of human CBF-beta and RUNX1 interaction | 230,000 tested, under 10 active | AlphaScreen CBFb-His/RUNX1-biotin binding, biochemical | Q01196+Q13951 | Potency, µM (doses to about 59.8 µM), for inactives: top-dose activity, negative = inhibition, most hits filed as inhibitors; note: % of control where 0% means no effect
Target sequence (Q01196 whole entry, looked up): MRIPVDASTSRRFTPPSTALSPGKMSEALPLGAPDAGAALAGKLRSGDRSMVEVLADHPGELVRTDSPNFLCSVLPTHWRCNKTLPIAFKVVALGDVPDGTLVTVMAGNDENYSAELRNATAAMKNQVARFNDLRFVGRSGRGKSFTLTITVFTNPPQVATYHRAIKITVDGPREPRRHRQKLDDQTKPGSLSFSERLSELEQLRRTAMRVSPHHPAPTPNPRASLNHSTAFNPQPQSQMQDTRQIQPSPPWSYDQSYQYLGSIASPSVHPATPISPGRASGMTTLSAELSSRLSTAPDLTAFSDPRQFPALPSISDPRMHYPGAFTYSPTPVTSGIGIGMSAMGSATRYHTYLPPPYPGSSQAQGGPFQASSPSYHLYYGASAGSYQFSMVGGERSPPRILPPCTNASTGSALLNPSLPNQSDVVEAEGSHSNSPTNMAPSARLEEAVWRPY
Target sequence (Q13951 whole entry, looked up): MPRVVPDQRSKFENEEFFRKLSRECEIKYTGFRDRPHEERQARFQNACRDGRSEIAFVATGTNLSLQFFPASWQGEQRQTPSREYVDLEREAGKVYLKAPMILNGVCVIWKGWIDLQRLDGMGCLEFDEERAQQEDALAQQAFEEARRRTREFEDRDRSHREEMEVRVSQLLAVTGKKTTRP
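Interaction loss through any mechanism counts as activity. Pre-formed complex of His-CBF-beta and biotin-RUNX1 (30 nM apiece) is incubated with compound 15 min, then with 50 ng nickel and 50 ng streptavidin beads for 90 min before AlphaScreen detection.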
SMN2 splice enh – SMN2 splice variant enhancement; HEK293 SMN2-luciferase splicing reporter, luminescence, 30-36 h; Potency, µM (highest dose often 46.1 µM), without a hit: at the top dose activity change, positive = activation, hits mostly activators; 210,000 compounds, 2.8% hits; AID 1458; note: potency is the fitted concentration of half-maximal effect; % of control where 0% means no effect; nearly all actives have a fitted effect of over 55% in size
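HEK293 cells carry an SMN2 […]–luciferase reporter in which exon 7 inclusion puts luciferase in frame. Cells were plated 10-12 h before compound addition, then incubated 30-36 h at 37C. ONE-Glo luminescence was read; sodium butyrate at 4.5 mM final served as control.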
IMPase Li inh – IMPase inhibition in cells with lithium potentiation. AID 1457. 210,000 compounds, 0.35% hits. Potency, µM (highest dose often 59.4 µM), inactives show top-dose activity, negative = IMPase inhibition, usual class: inhibitors. CHO-M1 cells, IP1 TR-FRET (IP-One), carbachol + lithium;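 note: IP1 builds up when IMPase is blocked and the TR-FRET signal falls; potency is the fitted concentration of half-maximal effect; plate controls were basal vehicle for no effect and high inhibitor control for full effect; nearly all actives have a fitted effect of over 50% in size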
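Readout is a homogeneous TR-FRET IP1 immunoassay (Ex 320, Em 665 and 620), where raised cytosolic IP1 lowers signal. Cells were CHO-M1 treated 30 min at 37C with test compounds plus a little lithium; AC50 values came from Hill-equation fitting.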
LMNA splice mod – modulators of lamin A splicing; 200,000 compounds, 0.01% hits; HeLa LMNA splicing GFP/RFP minigene ratio, 48 h; Potency, µM (titrated, usually from 46.1 µM), inactives show at the highest dose ratio change, negative = inhibition, usual class: inhibitors; active = well fitted inhibition curve with a large enough effect in the signal ratio, with a control signal flat, not every such curve was filed as active; inconclusive = small, poorly fitted or top-dose-only effect, or effect the other way, or a change in a side signal; the % refers to the signal ratio; note: potency is the fitted concentration of half-maximal effect; % is set by controls: 0 for no effect and ±100 for the full control effect
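Read-out is the ratio of GFP to DsRed2 object intensity, acquired by 488 nm laser-scanning cytometry on HeLa lamin A-EGFP minigene reporter cells. Compound incubation 48 hrs at 37 °C in Opti-MEM with 2% FBS; DMSO 0.5% final.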
* hit, by the source's call; u = inconclusive; x = no result given; [ ] = remark or other dose. Unless noted, calls come from the whole dose curve; as a rule, active = well fitted curve in the direction sought with a large enough effect; inconclusive = small, poorly fitted or top-dose-only effect, or another doubt; inactive = no such curve, though single readings can be large; an effect the other way counts as inactive or inconclusive.

SMILES | HttQ103 aggreg | HTT ATP protect | KinaseGlo FLuc | CBFb-RUNX1 inh | SMN2 splice enh | IMPase Li inh | LMNA splice mod
Cc1cc(O)c(C(=O)Cc2csc(C)n2)c(O)c1 | -24.8% | x | -2.2% | -17.7% | u | -8.8% | -4.2%[46 µM]
CC(C)(C)NS(=O)(=O)c1ccc(CCC(=O)N2CCOCC2)cc1 | 19.9% | 7.6%[10 µM] | -4.7% | -9.4% | 0.6% | 9.2%[38.3 µM] | 13.3%
Cc1ccc([N+](=O)[O-])cc1NC(=O)c1ccc(-c2ccccc2)cc1 | -29.9% | 6.6%[10 µM] | -1.9% | 1.2% | -7.4% | 7.3% | -12.1%
CCCCCOC(=O)C1C(c2ccccc2)C(C(=O)O)C1c1ccccc1 (configuration not stated) | 25.6% | x | -1.1% | 14.5% | 2.7% | 9.2% | 3.6%
O=C(Nc1nc(-c2ccccc2)ns1)c1ccncc1 | -17.9%[9.22 µM] | 23.2%[10 µM] | x | 10.4% | x | x | x
COc1cccc(OCCCCN2CC(C)OC(C)C2)c1 (configuration not stated) | 0.8% | -5.4% | -2.5% | -4.3% | -6.0% | 38.7%[38.3 µM] | 4.8%
Cc1ccsc1C(=O)NNC(=O)C1CCCCC1C(=O)O (configuration not stated) | 3.0% | -8.4%[10 µM] | -2.0% | 6.6% | 10.5% | 0.4% | -2.3%
O=C(Oc1ccc(OC(=O)N2CCOCC2)cc1)c1ccccc1 | 8.2% | 0.7% | -14.7% | 13.2% | -11.4% | 30.3%[activator][38.3 µM] | -0.8%
CCCCC(=O)Nc1ccc2oc(-c3ccncc3)nc2c1 | -4.6% | -20.4%[0.074 µM] | -0.7% | 7.9% | -5.9% | 9.4%[38.3 µM] | -4.4%
Cc1cc(S(=O)(=O)Nc2cc(C)c(O)c(C)c2)c(C)s1 | u | -0.9% | -2.0% | 2.3% | 11.7% | 22.0%[38.3 µM] | -3.8%
Cc1ccc(C)c(CSC2=NN3CCCC(=O)N=C3S2)c1 | 25.3%[9.22 µM] | 24.6%[10 µM] | x | 9.4% | x | x | x
O=C(c1ccc(Cl)cc1)N1CCCC(C(=O)N2CCN(c3ccccc3)CC2)C1 (configuration not stated) | -9.7%[9.22 µM] | 4.6%[10 µM] | x | 11.4% | x | x | x
Cc1cnc(C(=O)Nc2nccs2)cn1 | 2.1% | -18.3% | -29.7% | 1.9% | 7.9% | -0.1%[38.3 µM] | 17.3%
Cc1ccccc1CSc1nc2c(c(=O)[nH]1)CCC2 | 5.4% | -18.8% | -8.4% | 14.7% | -7.3% | -0.8%[38.3 µM] | u
Cc1csc(SCC(=O)c2ccc(S(=O)(=O)N3CCOCC3)cc2)n1 | 17.5% | 4.4%[10 µM] | -0.7% | -11.9% | 0.3% | 2.3%[38.3 µM] | 5.1%

The final 2 records of the section above are carried over, then new ones follow.
SMILES | HttQ103 aggreg | HTT ATP protect | KinaseGlo FLuc | CBFb-RUNX1 inh | SMN2 splice enh | IMPase Li inh | LMNA splice mod
Cc1ccccc1CSc1nc2c(c(=O)[nH]1)CCC2 | 5.4% | -18.8% | -8.4% | 14.7% | -7.3% | -0.8%[38.3 µM] | u
Cc1csc(SCC(=O)c2ccc(S(=O)(=O)N3CCOCC3)cc2)n1 | 17.5% | 4.4%[10 µM] | -0.7% | -11.9% | 0.3% | 2.3%[38.3 µM] | 5.1%
Cc1ccccc1Cn1c(C)cc(C)c(C#N)c1=O | 7.1% | -31.8%[inhibitor] | -0.3% | 0.9% | -6.8% | 0.3% | u
CC(=O)NC(Cc1ccc(F)c(F)c1)C(=O)NC1CCN(c2c(Cc3ccccc3)c(C)nc3ncnn23)CC1 (configuration not stated) | -17.9%[9.22 µM] | 14.4%[10 µM] | -4.2% | 14.4% | x | 14.3% | -13.7%[46 µM]
CCc1cc(C(N)=O)c(NC(=O)c2ccc(OC)cc2)s1 | -7.5% | x | -5.7% | 6.2% | 11.2µM* | -5.3% | -10.2%
Cc1cc(C)n(-c2nnc(SCC(=O)NC3CCCC3)c3ccccc23)n1 | 24.9% | -16.9%[10 µM] | -2.1% | 4.8% | -39.5%[inhibitor] | -1.3% | u
CCc1cc2ccc(C)cc2nc1SCC(=O)NNC(=O)c1ccco1 | -13.3% | 29.3%[10 µM] | -0.3% | -5.7% | -0.3% | 4.2% | -13.6%
Cc1ccc(N2C(=O)Nc3ccccc3C2(O)C(=O)N2CCN(c3ccccn3)CC2)cc1C (configuration not stated) | -21.9% | -47.8%[inhibitor] | 2.0% | 3.0% | 15.7% | -2.6% | x
O=C(CN1C(=O)C2CCCCC2C1=O)OCC(=O)c1ccc(Cl)s1 (configuration not stated) | -8.1% | -2.2% | -0.8% | 4.2% | 2.8% | 0.4% | 8.7%[46 µM]
COC(=O)c1cnc2c(c(C)nn2C)c1OC | 9.1%[9.22 µM] | 2.2%[10 µM] | x | 3.6% | x | x | x
CC(C)(C)NC(=O)NC(=O)COC(=O)CNS(=O)(=O)/C=C/c1ccccc1 | -1.5% | -12.6% | -0.4% | 4.0% | 13.2% | 6.1% | -10.5%[46 µM]
C=C(C)c1ccc(C(C)(C)NC(=O)N2CCN(C)CC2)cc1 | -10.7% | 13.2% | -2.6% | 6.4% | 8.8% | 26.7%[38.3 µM] | 4.7%
Cc1ccc(S(=O)(=O)N2CCC(=O)N(C(COCc3ccccc3)Cc3ccccc3)CC2)cc1 (configuration not stated) | -0.9% | x | 15.0% | -5.8% | -25.9% | 8.0% | 3.2%
O=C(COCC(=O)Nc1cccc(C(F)(F)F)c1)Nc1cccc(C(F)(F)F)c1 | -15.4% | -4.4% | -4.4% | 1.9% | -12.9% | 15.5%[38.3 µM] | u
COc1ccccc1N1CCN(C(=O)C2CCC(Cn3c(=S)[nH]c4ccccc4c3=O)CC2)CC1 (configuration not stated) | u | -42.6%[inhibitor] | 0.0% | 1.4% | -46.5%[inhibitor] | 21.3%[38.3 µM] | u
Cc1nc(Nc2ccccc2)sc1C(=O)Nc1ccccc1 | -12.8%[9.22 µM] | -5.4%[10 µM] | x | -1.9% | x | x | x
COc1ccc(CCn2c(C)cc3c(c2=O)C(c2ccc4c(c2)OCO4)C(C#N)=C(N)O3)cc1OC (configuration not stated) | -12.6% | -24.0% | 4.3% | 3.3% | 27.1% | 5.5%[38.3 µM] | u
CCOC(=O)c1c(C)n(C)c2ccc(OCC(N)=O)cc12 | -19.8% | -1.8% | 5.6% | 18.8% | u | 3.8%[38.3 µM] | -14.5%
Cc1ccc(SCC(=O)Nc2cccc(NC(=O)c3ccco3)c2)cc1 | 2.7% | 5.6% | 0.1% | 1.5% | -15.0% | 1.5%[38.3 µM] | -0.1%
COc1cc2c(cc1OC)-c1cc(NC3CCCCCCC3)nc(=O)n1CC2 | 18.9% | -30.6% | -1.6% | 0.5% | -1.3% | 13.5%[38.3 µM] | u
CCOC(=O)CSc1nc2ccccc2c(=O)n1C1CCCC1 | 3.1% | -24.1%[0.074 µM] | 2.0% | 17.3% | u | 29.9%[38.3 µM] | -2.2%
Cc1sc2ncnc(Sc3nnnn3-c3ccccc3)c2c1C | u | -119.7%[inhibitor][10 µM] | 9.9% | -0.3% | -33.9%[inhibitor] | -6.7%[38.3 µM] | u
CC(O)CSc1nc2c(c(=O)n(C)c(=O)n2C)n1CCCc1ccccc1 (configuration not stated) | -1.8%[9.22 µM] | -8.1%[10 µM] | x | 12.2% | x | x | x
CCN(CC)CCN1C(=O)c2oc3ccccc3c(=O)c2C1c1ccccc1 (configuration not stated) | 15.4% | 4.8% | -3.0% | 0.0% | -9.9% | 22.9%[38.3 µM] | -2.7%
Cc1nc2sc(C(N)=O)c(N)c2c2c1CCCC2 | 1.78µM* | -13.4%[10 µM] | x | 6.5% | x | x | x
Cc1ccc(-c2nc(N)sc2-c2ccccc2)cc1C | -3.6% | -12.0%[0.074 µM] | -2.4% | -14.9% | -1.4% | 18.8% | u
CCCn1c(SCC(=O)c2ccc3c(c2)OCCO3)nc2c1c(=O)n(C)c(=O)n2C | -6.4% | -4.3% | -1.5% | -1.1% | 7.3% | 27.2%[38.3 µM] | -0.7%
O=C(Nc1nnc(-c2ccc3c(c2)CCCC3)o1)c1ccccc1 | u | -5.7%[10 µM] | -2.7% | -19.9% | -48.1%[inhibitor] | 27.1%[38.3 µM] | u
Cc1ccc2nc(C)cc(Nc3ccc4c(c3)OCCO4)c2c1 | 8.3% | -40.1% | -1.5% | -0.9% | -7.2% | 10.8%[38.3 µM] | 8.1%
COc1cc(/C=N/NC(=O)Nc2ccccc2)ccc1OCCOc1ccccc1C | 13.4% | 1.4%[10 µM] | 5.0% | 11.7% | 8.0% | 9.5% | 14.0%
O=P(O)(CCCP(=O)(O)CCc1ccccc1)CCc1ccccc1 | -2.8% | 5.2% | -0.1% | -8.0% | 4.7% | -17.1%[38.3 µM] | 7.9%
Cc1ccc(CN2CCN(c3ncccn3)CC2)o1 | 1.3% | -3.5%[10 µM] | -4.0% | 1.2% | 7.1% | 7.8%[38.3 µM] | 16.0%
CCc1ccc(NC(=O)N(Cc2cccnc2)Cc2ccco2)cc1 | -5.4% | 15.6% | 19.1% | 4.9% | -32.5% | 13.1%[38.3 µM] | -5.7%

A few values from above.
CCOC(=O)CSc1nc2ccccc2c(=O)n1C1CCCC1 – HttQ103 aggreg: 3.1%
CCN(CC)CCN1C(=O)c2oc3ccccc3c(=O)c2C1c1ccccc1 (configuration not stated) – HttQ103 aggreg: 15.4%

Reformatted as a markdown table: entries from further up.
| compound | HttQ103 aggreg | HTT ATP protect | KinaseGlo FLuc | CBFb-RUNX1 inh | SMN2 splice enh | IMPase Li inh | LMNA splice mod |
| --- | --- | --- | --- | --- | --- | --- | --- |
| CCCn1c(SCC(=O)c2ccc3c(c2)OCCO3)nc2c1c(=O)n(C)c(=O)n2C | -6.4% | -4.3% | -1.5% | -1.1% | 7.3% | 27.2%[38.3 µM] | -0.7% |
| CCN(CC)CCN1C(=O)c2oc3ccccc3c(=O)c2C1c1ccccc1 (configuration not stated) | 15.4% | 4.8% | -3.0% | 0.0% | -9.9% | 22.9%[38.3 µM] | -2.7% |
| CCc1ccc(NC(=O)N(Cc2cccnc2)Cc2ccco2)cc1 | -5.4% | 15.6% | 19.1% | 4.9% | -32.5% | 13.1%[38.3 µM] | -5.7% |
